# MazEF act: MazEF (E. coli) toxin RNase activation; FAM/BHQ RNA-DNA oligo cleavage fluorescence, 5 h; activation, % at 20 µM; 350,000 compounds, 0.32% hits; AID 504720; in the data active = activation above about 50%
# Target sequence (P0AE70 whole entry, looked up): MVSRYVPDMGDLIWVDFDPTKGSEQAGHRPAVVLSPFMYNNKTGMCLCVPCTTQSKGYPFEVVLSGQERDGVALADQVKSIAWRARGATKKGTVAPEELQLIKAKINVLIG
# Rv3671c inh: inhibits the M. tuberculosis serine protease Rv3671c; P9WHR9; inhibition, % at 5.96 µM; 320,000 compounds, 0.048% hits; AID 2606; in the data active = inhibition above about 38%;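 also: extracellular domain of Rv3671c used as enzyme; 0% = enzyme with DMSO and 100% = no enzyme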
# Target sequence (P9WHR9 whole entry, looked up, the tested form may be a part): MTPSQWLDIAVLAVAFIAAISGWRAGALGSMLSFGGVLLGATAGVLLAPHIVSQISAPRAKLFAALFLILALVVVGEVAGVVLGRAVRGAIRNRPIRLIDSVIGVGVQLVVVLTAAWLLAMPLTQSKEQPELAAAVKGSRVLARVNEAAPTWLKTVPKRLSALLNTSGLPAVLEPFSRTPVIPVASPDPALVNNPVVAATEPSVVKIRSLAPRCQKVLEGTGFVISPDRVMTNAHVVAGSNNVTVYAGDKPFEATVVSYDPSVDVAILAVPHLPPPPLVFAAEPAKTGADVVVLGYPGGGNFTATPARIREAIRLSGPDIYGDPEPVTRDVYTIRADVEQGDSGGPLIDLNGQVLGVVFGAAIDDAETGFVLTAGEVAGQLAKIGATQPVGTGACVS
# Anthrax LF inh2: anthrax lethal factor protease inhibition; P15917; multiplex microsphere protease cleavage assay, LF; inhibition, % at 10 µM; 360,000 compounds, 0.12% hits; AID 588501; also: plate controls were buffer without enzyme for full effect and enzyme alone for no effect
# CCHFV vOTU inh: blocks the CCHF virus ovarian tumor domain protease; inhibition, % at 11.5 µM; AID 651958; CCHFV vOTU protease, Pep-AMC fluorescence; 370,000 compounds, 0.55% hits; in the data active = inhibition above about 30%; also: 0% = vehicle wells with enzyme and 100% = no enzyme wells
# DUSP3 inh: DUSP3 (human) phosphatase inhibition. recombinant VHR phosphatase, pNPP absorbance. 290,000 compounds, 0.52% hits. AID 1654. inhibition, % at 13.3 µM; in the data active = inhibition above about 50%; also: some compounds called inactive have numbers as strong as hits
# Target sequence (P51452 whole entry, looked up): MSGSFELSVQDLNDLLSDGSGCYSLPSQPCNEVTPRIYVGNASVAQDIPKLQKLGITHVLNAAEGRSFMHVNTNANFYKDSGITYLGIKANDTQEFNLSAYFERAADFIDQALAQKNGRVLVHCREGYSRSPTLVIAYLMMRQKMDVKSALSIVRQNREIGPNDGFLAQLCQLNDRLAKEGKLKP
# BoNT-A LC inh2: inhibitors of Botulinum neurotoxin A light chain protease; multiplex microsphere protease substrate cleavage, flow cytometry; inhibition, % at 10 µM; 360,000 compounds, 0.17% hits; AID 588499; also: plate controls were buffer without enzyme for full effect and enzyme alone for no effect
# 3CLpro inhibitor: SARS-CoV 3CLpro protease inhibition. inhibition, % at 6 µM. P0C6X7. 290,000 compounds, 0.14% hits. recombinant SARS-CoV 3CLpro, quenched FRET peptide cleavage. AID 1706; in the data active = inhibition above about 12%
# BoNT-F LC inh: BoNT F light chain protease inhibition; AID 588497; 360,000 compounds, 0.22% hits; inhibition, % at 10 µM; Multiplex microsphere protease cleavage assay, flow cytometry; in the data active = inhibition above about 35%, passing the limit was not always enough; inconclusive = no clear call, values can overlap the other calls; also: plate controls were buffer without enzyme for full effect and enzyme alone for no effect
# SSB-PriA inh: inhibitors of Klebsiella pneumoniae PriA binding to SSB C-terminal tail; AlphaScreen SSBct-PriA binding, biotinylated peptide; 430,000 compounds, 0.6% hits; inhibition, % at 33 µM; AID 1272365; in the data active = inhibition mostly above about 37%, no sharp cut-off; inactive = mostly below about 20%;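 also: plate controls were negative control peptide for no effect and reference peptide for full effect; strong numbers were not always called active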
# PrPC surface inh: reduces human prion protein on the cell surface | P04156 | cell surface PrPC, TR-FRET read-out | inhibition, % at 13.8 µM | 370,000 compounds, 0.43% hits; in the data active = inhibition above about 24%; also: 0% = median of the test wells and 100% = reference compound wells
# * hit, by the source's call; i = inactive; ? = inconclusive; . = no result given; & = joins results of further samples. Rule as the data show it, unless noted: active = inhibition above about 30%; inconclusive = no clear call, values can overlap the other calls; inactive = below that.
compound	MazEF act	Rv3671c inh	Anthrax LF inh2	CCHFV vOTU inh	DUSP3 inh	BoNT-A LC inh2	3CLpro inhibitor	BoNT-F LC inh	SSB-PriA inh	PrPC surface inh
Cc1nc(Cl)c2c(n1)N(CC(N)=O)C(=O)CO2	6	2	0	-12	8	0.0	2	0	0	-4
COC(=O)Cn1ncc2c3ccccc3n(C)c2c1=O	5	12	-3	-4	22	-0.4	-6	-2	-6	7
Cc1ccc(C)c(Nc2cc(C(=O)NCc3cccnc3)c3ccccc3n2)c1	10	13	-3	4	21	-0.5	0	-4	-21	6
CN1CC2([N+](=O)[O-])CC=C(OCCO)C([N+](=O)[O-])(C1)C2 (configuration not stated)	1	3	1	-9	-3	0.2	7	-1	-13	3
O=S(=O)(c1cc(F)ccc1F)N1CCN(c2ccccn2)CC1	2	3	15	-9	-8	-0.2	1	?	-6	-7
COC(=O)c1cc(S(=O)(=O)N(C)Cc2ccco2)c[nH]1	3	-3	-2	-2	-12	-0.1	-4	4	8	-2
c1ccc(-c2nnc(CN3CCN(c4ccccc4)CC3)o2)cc1	0	0	-2	-1	20	-0.3	4	1	-10&-4	-1
CC(C)CN(C(=O)COC(=O)/C=C/c1ccc(Cl)c(Cl)c1)c1c(N)n(Cc2ccccc2)c(=O)[nH]c1=O	-17	.	?	-5	.	-0.2	.	7	1	-2
Cc1cccc(NC(=O)c2cc(S(=O)(=O)N3CCc4ccccc43)cn2C)c1C	5	1	-9	15	6	-0.4	-3	-4	-7	44*
Cc1cc(C(=O)N2CCN(C(c3ccccc3)c3ccccc3)CC2)on1	-8	-8	1	-1	34	0.2	.	-2	-4	4
O=C(CCN1C(=O)c2ccccc2C1=O)N1CCOCC1	-4	7	-2	-1	16	-0.8	-3	2	7	4
CCCN(CCC)Cc1cc(=O)oc2cc(C)ccc12	.	.	0	12	.	-0.6	.	4	.	1
Cn1c(SCC(=O)NNC(=O)c2ccc(Cl)cc2)nnc1-c1cccnc1	3	-2	-3	-5	30	-1.0	-1	-3	0	7
COc1ccc2c(c1)[C@@H]1[C@H](CO2)[C@H](c2ccccc2)[C@]2(C)C(=O)Nc3ccc(C)cc3C(=O)N12	-4	-8	-3	.	.	0.1	.	1	6	.
O=C(NCc1ccco1)c1ccccc1-c1nc(-c2ccccc2)no1	-3	-2	-2	-21	-8	-1.5	0	-4	-1	0
CSCCC(NC(=O)c1ccc([N+](=O)[O-])cc1Cl)C(=O)OCC(=O)NC1CCCC(C)C1C (configuration not stated)	3	2	-2	17	-4	-0.5	-4	-7	4	-20
COc1cc(C(C#N)N2CCC(c3ccccc3)=N2)ccc1O (configuration not stated)	-5	-7	7	15	6	-0.5	1	1	-8	-6
O=C(C1CCC(Cn2c(=S)[nH]c3ccccc3c2=O)CC1)N1CCOCC1 (configuration not stated)	0	-6	-4	-1	-12	?	-1	10	-3	2
Cc1cc(-c2nn(-c3ccccc3F)cc2CN2CCCC(O)C2)c(C)s1 (configuration not stated)	-15	-4	-2	5	53*	0.9	3	0	-1	7
O=C(NCc1ccc2c(c1)OCO2)C1CC(=O)N(c2ccc(Cl)cc2)C1 (configuration not stated)	10	-4	10	-3	12	0.5	0	4	-7	-1
CCCn1nc(C(=O)N2CCN(c3ccccn3)CC2)c2ccccc2c1=O	-14	0	6	4	.	0.2	.	-2	4	7
CCOc1ccc(OCC)c(NC(=O)CSc2nnc(Cn3cnc4ccccc43)n2C)c1	1	5	2	-7	43	0.4	-9	4	-16	-1
CCOC(=O)COn1c(=O)c(=O)n(OC)c2ccccc21	8	1	-2	13	2	0.5	-2	-20	2	-1
N#Cc1nc(COc2ccc(Cl)cc2)oc1N1CCCCCC1	4	-1	-5	9	-14	-0.1	8	-19	52*	12
CCC(C)c1ccccc1NC(=S)Nc1cccnc1 (configuration not stated)	3	0	-12	-8	15	-3.9	1	-43	-1	-1
Cn1c(=O)c2c(nc(N/N=C/c3cccs3)n2Cc2ccccc2)n(C)c1=O	3	-4	2	5	0	0.0	-4	3	i	1
CSc1ccccc1OCc1cc(C(=O)N2CCC(Oc3cccnc3)CC2)no1	.	4	0	-4	4	1.8	9	-9	.	-2
COc1ccc(S(=O)(=O)N2CCc3ccccc32)cc1C(=O)Nc1cccnc1	16	2	-9	0	-10	-1.4	1	-2	-1	0
Cc1cc(C(=O)CCC(=O)NNC(=O)c2ccccc2O)c(C)s1	5	9	?	14	.	?	.	?	-9	10
Cc1cc(/C=C(\C#N)C(=O)Nc2ccccc2)c(C)n1-c1cccnc1	14	6	-1	-31	18	-1.1	-6	-5	-13	-4

# 3 entries already listed, arranged by length of the SMILES, ascending:
compound	MazEF act	Rv3671c inh	Anthrax LF inh2	CCHFV vOTU inh	DUSP3 inh	BoNT-A LC inh2	3CLpro inhibitor	BoNT-F LC inh	SSB-PriA inh	PrPC surface inh
Cc1nc(Cl)c2c(n1)N(CC(N)=O)C(=O)CO2	6	2	0	-12	8	0.0	2	0	0	-4
COC(=O)c1cc(S(=O)(=O)N(C)Cc2ccco2)c[nH]1	3	-3	-2	-2	-12	-0.1	-4	4	8	-2
Cc1cc(C(=O)N2CCN(C(c3ccccc3)c3ccccc3)CC2)on1	-8	-8	1	-1	34	0.2	.	-2	-4	4

# Continued.
compound	MazEF act	Rv3671c inh	Anthrax LF inh2	CCHFV vOTU inh	DUSP3 inh	BoNT-A LC inh2	3CLpro inhibitor	BoNT-F LC inh	SSB-PriA inh	PrPC surface inh
CCCCN(C)C(=O)c1ccc(Nc2nc(C(N)Cc3ccccc3)cs2)nc1 (configuration not stated)	.	.	-6	-4	.	-1.0	.	-13	.	-12
Cn1c(N)c(S(=O)(=O)N2CCN(c3ccccc3F)CC2)c(=O)n(C)c1=O	-8	-2	-1	12	10	-0.6	2	0	-5	4
CC(C)(CO)N1CCN(C(=S)Nc2ccccc2)CC1	6	7	3	-8	3	-1.5	-2	-11	-10	4
COc1ccccc1C(=O)NC(CCSC)C(=O)NCc1ccccn1 (configuration not stated)	9	5	2	-6	.	0.6	.	-3	-1	-4
CCC(Oc1ccccc1)C(=O)Nc1ccc(-c2nnc(-c3ccco3)o2)cc1 (configuration not stated)	0	-24	-6	8	9	0.8	-2	4	7	-1
O=C(Nc1ccc(C(=O)N2CCCC(CO)C2)cc1)c1ccc(Br)o1 (configuration not stated)	2	3	-5	0	.	-0.4	.	0	-9	3
Cc1ccc(C2=Nc3ccc(Br)cc3C(c3ccncc3)=NN2)cc1	3	-7	-3	8	48	-0.6	-1	-7	11	-3
O=C(Nc1cccc(S(=O)(=O)N2CCCC2)c1)c1ccc2c(=O)n3c(nc2c1)CCCCC3	1	-19	-1	2	9	-1.1	-4	-22	3	12
CN1CCN(c2nc3c(c(=O)[nH]c(=O)n3C)n2CCCSc2nnnn2-c2ccccc2)CC1	-2	-2	-4	14	44	0.1	-2	5	-4	-4
COc1cc(C2C(C#N)=C(N)Oc3c2ccc2ccccc32)ccc1OCC(=O)Nc1ccccc1C (configuration not stated)	2	-8	-1	3	16	?	11	0	-14	-3
O=C(Nc1ccc2snnc2c1)N1CCOCC1	1	2	0	4	48	-0.2	-7	-5	2	3
CC1(C)Cc2nc3sc4c(=O)n(CC(N)=O)cnc4c3cc2CO1	11	5	-2	-4	6	0.0	1	3	-13	5
C/C(=N\N1CCCCCC1)c1c(O)n(-c2ccccc2C)c(=O)[nH]c1=O	7	3	20	-1	-17	0.8	2	?	.	7
CCC(=O)NC1OC(CO)C(O)C(O)C1O (configuration not stated)	-5	1	0	1	14	0.1	-2	-1	-8	-3
COc1ccc(S(=O)(=O)N2CCCCCC2)cc1C(=O)N(C)Cc1cccc(OC)c1OC	10	1	-2	-10	.	-2.2	.	4	0	0
CC(=O)N1CCc2cc(Br)cc(S(=O)(=O)CCC(=O)N3CCN(c4ccccn4)CC3)c21	5	-4	-4	-14	0	-0.4	1	2	10	3
O=C(NN=Cc1ccc(O)cc1)C(=O)NN=Cc1ccc(O)cc1	-24	.	-4	13	.	-0.8	.	-9	2	1
COc1ccc(-c2coc3c(C(=O)NCc4ccc(F)c(F)c4)cccc23)c(C)c1	.	.	2	12	.	0.1	.	4	.	5
O=C(CNc1cccc(S(=O)(=O)N2CCCC2)c1)Nc1ccc(F)cc1F	3	-2	2	-1	.	1.3	.	5	-7	-1
COc1cccc(NC(=O)CNC(=O)Cn2cnc3sc(C)c(C)c3c2=O)c1	4	6	-1	10	9	-0.3	5	1	-7	5
COc1ccc(Nc2nc(-c3sc(C)nc3C)cs2)cc1	1	1	-11	-3	9	0.1	-3	?	14	10
CCn1nc(NS(=O)(=O)c2ccc(NC(C)=O)cc2)c2cc3ccccc3nc21	-2	-3	0	7	18	-0.7	0	-2	-13	-10
CS(=O)(=O)NCc1csc(-c2ccccc2)n1	-5	-1	-4	10	0	0.8	2	8	-1	-6
CCOC(=O)c1nc(-c2ccccc2)oc1N1CCOCC1	5	-3	-1	-33	9	0.5	1	0	-4	-4
CCc1cc2ccc(OC)cc2nc1SCC(=O)NNC(C)=O	8	2	-1	3	12	-0.6	3	1	-9	2
CN(C)C=Nc1ncc2c3ccccc3n(CCN(C)C)c2c1C#N	4	-17	-2	-6	13	-0.6	2	-4	-10	-6
CCCCOc1ccc(C(=O)NNC(=O)c2cnccn2)cc1OC	-11	1	-4	6	.	0.2	.	-3	6	3
c1ccc2c(-c3cc(NCc4ccncc4)n4nccc4n3)cccc2c1	.	.	1	-7	.	0.1	.	-3	.	-1
CCCCc1ccc(NC(=S)N2CCC(O)CC2)cc1	-4	-10	-6	-13	28	-0.2	-4	0	2	2
Cc1ccc(-n2nnc3c(SCC(=O)NCC4CCCO4)ncnc32)cc1 (configuration not stated)	-5	9	.	.	10	.	6	.	-9	.

# Going on with the list:
compound	MazEF act	Rv3671c inh	Anthrax LF inh2	CCHFV vOTU inh	DUSP3 inh	BoNT-A LC inh2	3CLpro inhibitor	BoNT-F LC inh	SSB-PriA inh	PrPC surface inh
CC(C(=O)N1CCc2ccccc21)N1CCN(S(=O)(=O)c2cccs2)CC1 (configuration not stated)	5	-7	-3	6	.	0.1	.	-1	-6	8
COC(=O)c1ccc(NC(=O)CSC2=NCCN2)cc1	13	6	-1	-18	21	0.8	3	8	-8	-4
CCOC(=O)c1c(C)[nH]c(C)c1S(=O)(=O)N(C)CC(=O)Nc1ccccc1F	-5	10	0	0	0	-0.4	3	1	-7	-2
CC1Sc2ccc(C(=O)Nc3ccccc3OC(F)F)cc2NC1=O (configuration not stated)	0	-1	0	1	.	1.7	.	-2	1	3
Cc1c(CN2CCC(CO)(Cc3cccc(C(F)(F)F)c3)CC2)c2ccccc2n1C	23	3	-4	8	22	0.0	2	-4	22	-12
CCCN1C=CC(=CC=C(C#N)C#N)C=C1	-213	3	-14	26	9	-3.5	-4	13	9	-31
CC(=C/C(=O)O)/C(=C\c1ccc(Br)o1)C(=O)O	9	-11	0	-3	25	0.1	-2	-1	1	-8
O=C(COc1ccccc1Cl)NC(=S)Nc1ccc(CN2CCOCC2)cc1	7	-5	-3	5	33	-1.8	0	-10	-2	-1
CCOC(=O)c1c(NC(=O)COC(=O)c2cnccn2)sc(C)c1C	8	4	-1	5	.	-0.3	.	-2	-4	-3
CCOC(=O)C1CCCN(c2cc(C)nc3cc(-c4ccc(Cl)cc4)nn23)C1 (configuration not stated)	-4	5	-4	11	13	0.0	2	?	-14	-2
C=CC[C@@H](CC(=O)NCCO)C(=O)NCCOC(=O)[C@@H](CC=C)Cc1ccc(F)cc1	0	1	-8	-7	.	-0.3	.	-6	-4	2
COc1ccccc1CC(=O)NN1C(=O)NC2(CCC(C)CC2)C1=O (configuration not stated)	-5	.	-1	-12	.	1.3	.	-10	-12	4
CCCCn1c(N)c(N(CCOC)C(=O)C2CCCN(C(=O)c3ccc(Cl)cc3)C2)c(=O)[nH]c1=O (configuration not stated)	0	0	-2	-9	.	-3.3	.	4	-7	4
CCOC(=O)CSc1nnc(Cc2cc(=O)[nH]c(=O)[nH]2)n1-c1ccc(Cl)cc1	-12	6	-10	.	42	-0.3	-5	-11	-11	.

# High-throughput results (PubChem)

# This is a subset, so the mix of outcomes need not match the whole.
